Screens from PubChem.
WT yeast gro inh = growth inhibition of WT yeast, mitochondrial fusion screen. hit rate 2.1% among 190,000. inhibition, % at 10 µM. mitochondrial fusion phenotypic screen, WT strain; in the data active = inhibition above about 58%; tested in S. cerevisiae
Ins promoter up = MIN6 insulin promoter up-regulation | AID 1625 | MIN6 insulin promoter-GFP reporter, high-content imaging; stronger effect = higher value | z-score at 5 µM | hit rate 0.3% among 190,000;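 active = z-score above 3 at 5 µM with at least 500 cells counted in the well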
bCat nuc transl = alters nuclear translocation of beta-catenin in HeLa cells; nuclear translocation activity, % at 5 µM; immunofluorescence imaging; AID 1665; hit rate 0.3% among 190,000;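 active = nuclear translocation activity above 50% at 5 µM, with a well cell count of 50 or more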;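 also: per-cell ratio of nuclear to cytoplasmic median beta-catenin stain intensity; plate controls were DMSO negative control for no effect and GSK-3 inhibitor IX positive control for full effect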
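Test system: human HeLa cells, native beta-catenin. Compound dosing: 5 µM primary single dose, 0.1% DMSO, 0.02–20 µM confirmation series. Incubation: compound exposure 24 h at 37°C. Detection: beta-catenin immunostaining with DAPI counterstain, 20x imaging, 6 fields/well. Read-out basis: Nuclear/cytoplasmic beta-catenin signal ratio, % activation.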
MT stabilizer = stabilizes microtubules in HeLa cells | HeLa tubulin immunostaining HCS, 24 h; share of cells brighter than vehicle mean+2SD | % tubulin-high responders, % at 10 µM | hit rate 0.83% among 200,000;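 active = plate Z-score above 3 for both tubulin-high and condensed-nucleus cell shares, with cell loss under 80%, at 10 µM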;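 also: anti alpha tubulin signal scored within the nucleus-defined area of each cell; some results filed as inactive read as strong as hits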
T cell modulator = T cell immune modulators affecting CD8 T cell-vesicle binding; 2C CD8+ T cell-vesicle binding, flow cytometry; stronger effect = lower value; calls only at 7 µM; hit rate 0.068% among 330,000; AID 2052;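 active = response, share of CD8 T cells binding vesicles, and their 90th percentile fluorescence all below set limits, cut at about 80% in these data, passing the limit was not always enough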
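incubation = binding step 1.5 h, 37 °C, antibody labelling 20 min, ice | test system = 2C mouse CD8+ T cells | read-out basis = percent CD8+ FL2 mean versus row control | controls = Peptide-free naked vesicles (low) and QL9 vesicles with 0.7% DMSO vehicle (high) | detection = flow cytometry of vesicle-bound cells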
Autophagy mod = alters autophagy in cells. hit rate 0.98% among 190,000. MEF GFP-LC3 puncta imaging; test concentration mostly 10 µM. AID 463193. calls only at 10 µM (by protocol);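 active = percentage of spot-positive cells more than 3 SD above its plate mean, without a fluorescence outlier flag or 80% toxicity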;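 also: spot-positive cell cutoff set from DMSO-treated cells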
West Nile virus CPE = inhibition of WNV-induced cytopathic effect – cell-based, CPE readout (AID 1621); West Nile virus-infected cells, CPE inhibition; higher % means a stronger effect; hit rate 0.02% among 290,000; one-dose CPE inhibition, % at 10 µM; IC50 in µM for titrated hits; in the data active = a potency from the dose series; also: strong numbers were not always called active
Hep lipid drop = hepatic lipid droplet formation modulation; AML12 mouse hepatocytes, oleate lipid droplets, BODIPY imaging; inhibition, % at 6.5 µM; hit rate 0.4% among 240,000; AID 1656;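 active = lipid droplet intensity inhibited by at least 50%, with more than 500 cells counted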
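Assay system: AML12 hepatocytes (mouse) / Also added: 100 µM oleic acid challenge / Times: overnight treatment with compound plus oleate / Detection: high-content imaging of BODIPY-stained droplets and DAPI nuclei / Evaluation: % inhibition of lipid droplet signal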
Myeloid diff MLP = compounds promoting myeloid differentiation; ER-HoxA9 myeloid progenitors, lysozyme-GFP differentiation, flow cytometry; calls only at 10 µM; hit rate 1% among 360,000;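 active = normalized GFP-positive differentiation at or above the plate's own cutoff, the solvent-only control mean plus 3 SD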;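 also: cells exposed to compound for four days before flow analysis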
WT yeast gro inh mutant strain = second read-out of WT yeast gro inh, no call of its own (marks repeat the call); inhibition, %; mitochondrial fusion phenotypic screen, mutant strain inhibition
Ins promoter up cell count = also measured in Ins promoter up; calls as there; cell count; measured here: cytotoxicity, nuclei count;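 total cells summed across four imaged fields per well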
Hep lipid drop cells 6.5 µM = recorded beside Hep lipid drop, whose call it bears; cell count; measured here: cell count, cytotoxicity flag;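 cells counted across two imaged fields per well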
bCat nuc transl cell count 5 µM = second read-out of bCat nuc transl, no call of its own (marks repeat the call); cell count; measured here: cell count, cytotoxicity flag
T cell modulator vesicle-bound % = second read-out of T cell modulator, no call of its own (marks repeat the call); double positive events, %; measured here: CD8+ vesicle-bound cell fraction;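 binding gate set so that unloaded-vesicle control wells show 10% double positive cells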
MT stabilizer Hoechst-high % = also measured in MT stabilizer; calls as there; % Hoechst-high responders; measured here: nuclear condensation Hoechst responders;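 share of cells brighter than vehicle mean plus two SD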
MT stabilizer cytotoxicity % = further read-out of MT stabilizer, marked with its call; toxicity, %; measured here: cytotoxicity by cell density;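 0% = mean cell density of plate MIN control wells and 100% = no cells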
Autophagy mod cell loss 18 h = further read-out of Autophagy mod, marked with its call; toxicity, %; measured here: cell loss, nuclei count;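 cell loss after 18 h compound exposure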
Myeloid diff MLP GFP+ MAC1+ % = further read-out of Myeloid diff MLP, marked with its call; GFP+ MAC1+ double positive, %; measured here: differentiation confirmed by MAC1 staining
Numbers without * were called inactive; i = inactive; · = not tested or not shown; + = active, no number.

SMILES	WT yeast gro inh	WT yeast gro inh mutant strain	Ins promoter up	Ins promoter up cell count	bCat nuc transl	bCat nuc transl cell count 5 µM	MT stabilizer	MT stabilizer Hoechst-high %	MT stabilizer cytotoxicity %	T cell modulator	T cell modulator vesicle-bound %	Autophagy mod	Autophagy mod cell loss 18 h	West Nile virus CPE	Hep lipid drop	Hep lipid drop cells 6.5 µM	Myeloid diff MLP	Myeloid diff MLP GFP+ MAC1+ %
COc1ccc2cc3cc(C(=O)Nc4ccccc4N4CCN(C)CC4)oc3nc2c1	19.2	-7.0	-2.87	1203	-0.9	1281	43.4	44.6	93.7	i	33.5	+	-7.7*	0.3%	·	·	·	·
O=C(CC1CCCCC1)NCc1ccc(F)cc1	3.0	4.5	-0.04	1617	-2.4	1028	1.3	0.9	3.3	i	12.3	i	-25.5	-0.7%	-3.2	693	i	0.8
COC(=O)c1cccc(NC(=O)CSCc2ccccc2)c1	·	·	·	·	·	·	·	·	·	i	40.9	·	·	-0.1%	9.6	806	i	0.1
Cc1onc(-c2ccccc2)c1C(=O)/C=C/N(C)C	·	·	·	·	-2.5	1335	·	·	·	i	11.3	·	·	0.2%	-13.3	688	i	0.7
C=CCN1C(=O)C(CC(=O)Nc2ccccc2)SC1=Nc1c(C)n(C)n(-c2ccccc2)c1=O (stereo unspecified)	1.0	3.3	-0.17	1322	-1.8	1401	2.6	1.7	3.8	i	40.4	i	2.2	0.6%	·	·	i	0.0
Cc1ccc(C(=O)NN(CCC(=O)NC(C)(C)C)C2=NS(=O)(=O)c3ccccc32)cc1	-12.9	-9.8	-0.28	1362	-2.3	1155	3.0	1.3	6.9	i	9.9	i	-0.4	-0.2%	-3.7	626	i	0.3
CC(=O)c1cnc2nc(SCc3ccccc3C)nn2c1C	·	·	·	·	·	·	·	·	·	i	32.9	·	·	-0.7%	4.6	800	i	0.3
FC(F)Oc1ccc(-c2csc(NNC3=NCCCCC3)n2)cc1	42.0	37.6	-0.68	1304	-1.7	1134	2.6	2.6	7.6	i	35.7	i	-0.3	-1.6%	94.9*	620*	i	0.3
CCOP(=O)(OCC)C(Nc1cccc([N+](=O)[O-])c1)c1ccccc1 (stereo unspecified)	·	·	-0.45	1517	-2.3	1079	·	·	·	i	43.1	·	·	-0.6%	-13.9	710	i	0.6
Nc1nc2ccc(C(=O)N3CCCCC3)cc2s1	·	·	·	·	·	·	·	·	·	i	16.3	·	·	0.5%	-7.9	844	i	0.0
COC(=O)c1sc2nc(CN3CCOCC3)nc(N3CCOCC3)c2c1C	-4.1	-2.1	0.79	1228	0.8	931	4.6	1.8	6.8	i	34.2	i	12.4	-0.7%	6.5	739	i	0.6
COc1ccccc1-n1c(Cc2cccs2)n[nH]c1=S	6.2	10.6	0.29	1567	-3.7	1033	4.9	2.6	7.9	i	66.8	i	10.7	0.3%	3.2	696	i	0.2
COc1ccc(NC(=O)c2onc(C)c2Cl)cc1OC	-9.0	-5.6	0.58	809	·	·	4.6	2.7	4.1	i	33.2	i	-9.8	0.1%	·	·	i	4.5
COc1ccccc1/C=C/C(=O)NC(=S)Nc1ccccn1	·	·	·	·	·	·	·	·	·	i	28.6	·	·	-1.3%	7.4	845	i	0.5
Cn1c(SCC(=O)N2CCN(c3ccccc3)CC2)nnc1-c1cc2ccccc2o1	0.9	12.4	1.36	1225	·	·	2.7	1.3	6.2	·	·	i	-0.3	0.2%	-8.5	716	i	1.3
OCCCNc1ncnc2c1cnn2-c1ccc(Cl)cc1	·	·	·	·	·	·	·	·	·	i	35.2	·	·	0.5%	-13.0	390	i	0.5
C/[N+]([O-])=C\C1C(=O)CCCC1=O	-17.4	8.6	-0.17	1643	-2.1	985	4.2	2.6	7.4	i	24.8	i	7.2	0.6%	-6.5	693	i	0.1
O=C(Oc1ccc2c(-c3ccccc3)cc(=O)oc2c1)c1cccs1	28.0	-17.8	0.2	1383	·	·	3.1	2.5	4.9	i	53.5	i	-6.9	-0.3%	10.4	741	i	0.2
O=c1[nH]c(Cc2cccs2)nc2scc(-c3ccc(Cl)cc3)c12	·	·	-1.24	1333	-2.4	1116	·	·	·	i	9.2	·	·	-1.0%	-7.8	697	i	0.7
COCC(=O)Nc1ccc(F)cc1	-1.7	-7.7	0.97	1634	-1.8	958	6.9	0.3	6.4	i	42.1	i	-7.7	0.7%	0.7	666	i	0.2

Arranged by value in West Nile virus CPE (rising): some entries from above.
| SMILES | WT yeast gro inh mutant strain | MT stabilizer Hoechst-high % | T cell modulator | T cell modulator vesicle-bound % | West Nile virus CPE | Myeloid diff MLP GFP+ MAC1+ % |
| --- | --- | --- | --- | --- | --- | --- |
| CCOP(=O)(OCC)C(Nc1cccc([N+](=O)[O-])c1)c1ccccc1 (stereo unspecified) | · | · | i | 43.1 | -0.6% | 0.6 |
| Cn1c(SCC(=O)N2CCN(c3ccccc3)CC2)nnc1-c1cc2ccccc2o1 | 12.4 | 1.3 | · | · | 0.2% | 1.3 |
| COc1ccc2cc3cc(C(=O)Nc4ccccc4N4CCN(C)CC4)oc3nc2c1 | -7.0 | 44.6 | i | 33.5 | 0.3% | · |
| Nc1nc2ccc(C(=O)N3CCCCC3)cc2s1 | · | · | i | 16.3 | 0.5% | 0.0 |
| C=CCN1C(=O)C(CC(=O)Nc2ccccc2)SC1=Nc1c(C)n(C)n(-c2ccccc2)c1=O (stereo unspecified) | 3.3 | 1.7 | i | 40.4 | 0.6% | 0.0 |

As entered above.
Under T cell modulator vesicle-bound %, Cc1onc(-c2ccccc2)c1C(=O)/C=C/N(C)C shows 11.3
Under Ins promoter up cell count, O=C(Oc1ccc2c(-c3ccccc3)cc(=O)oc2c1)c1cccs1 shows 1383

Carrying on.
SMILES	WT yeast gro inh	WT yeast gro inh mutant strain	Ins promoter up	Ins promoter up cell count	bCat nuc transl	bCat nuc transl cell count 5 µM	MT stabilizer	MT stabilizer Hoechst-high %	MT stabilizer cytotoxicity %	T cell modulator	T cell modulator vesicle-bound %	Autophagy mod	Autophagy mod cell loss 18 h	West Nile virus CPE	Hep lipid drop	Hep lipid drop cells 6.5 µM	Myeloid diff MLP	Myeloid diff MLP GFP+ MAC1+ %
COCCOC(=O)c1[nH]c2c(c1C)C(=O)CC(c1ccc(OC)c(OC)c1)C2 (stereo unspecified)	·	·	·	·	·	·	·	·	·	i	35.7	·	·	-0.5%	8.9	754	i	0.5
COc1ccccc1C(C)NCC(=O)NCc1ccc(C)cc1 (stereo unspecified)	·	·	·	·	·	·	·	·	·	i	25.3	·	·	-0.7%	-9.2	796	i	0.3
CCOc1cc([N+](=O)[O-])cc(/C=N/NC(=O)c2c(-c3ccccc3)noc2C)c1O	·	·	·	·	·	·	·	·	·	i	1.6	·	·	-0.6%	-1.1	825	i	0.4
N#Cc1c(C(F)(F)F)cc(-c2ccccc2Cl)[nH]c1=O	-12.8	-13.9	0.15	1907	-6.4	1143	1.0	2.4	7.0	i	6.4	i	6.1	0.9%	5.5	627	i	0.4
Cc1cccc2cc(/C=N/Nc3ccc(C(=O)O)cc3)c(Cl)nc12	·	·	0.48	1030	-0.4	1386	·	·	·	i	27.7	·	·	0.0%	8.7	721	i	0.3
O=[N+]([O-])/C(C(Cl)=C(Cl)Cl)=C(/NC1CC1)Sc1ccccc1	-6.2	21.1	0.41	1103	1.1	1095	1.9	1.8	6.0	i	53.0	i	-0.8	0.4%	-0.5	676	i	0.2
CCc1c(C)c2ccc(OCC(=O)OC(C)C)c(C)c2oc1=O	11.8	25.1	-0.21	1346	·	·	2.2	2.9	9.9	i	8.8	i	4.9	0.1%	9.5	776	i	0.9
Cc1ccc(Cn2nnc(C(=O)Nc3cccc(C)c3C)c2N)cc1	5.9	14.6	·	·	·	·	4.7	2.8	3.4	i	44.3	i	8.7	-1.1%	-5.4	660	i	1.3
CC(C(=O)c1ccc(-c2ccccc2)cc1)[n+]1cccc(C(N)=O)c1 (stereo unspecified)	·	·	·	·	·	·	·	·	·	i	45.5	·	·	0.2%	-19.6	828	i	0.7
CC(C)(C)C(=O)/C(C#N)=C/c1cccs1	·	·	·	·	1.3	1298	·	·	·	i	24.8	·	·	0.1%	2.0	643	i	1.0
Cc1nc([N+](=O)[O-])cn1CC(=O)Nc1ccc(F)c(Cl)c1	·	·	·	·	·	·	·	·	·	i	65.3	·	·	-0.6%	-0.1	783	i	0.4
Cc1cccc(C)c1NC(=O)CN1C(=O)COc2ccccc21	·	·	·	·	·	·	·	·	·	i	54.8	·	·	-0.7%	-13.1	787	i	0.2
COc1ccc(OC)c(NC(=O)CSc2ncnc3c2cnn3-c2ccccc2Cl)c1	17.1	1.2	·	·	·	·	5.4	3.9	3.5	i	12.3	i	11.2	0.8%	-26.8	493	+	5.3*
COCCSc1nc(N)c(NC(=O)c2ccc(OC)cc2)c(=O)[nH]1	-1.8	3.1	0.29	1256	-2.1	1143	4.2	1.1	2.0	i	46.8	i	10.2	0.3%	-3.8	625	i	0.2
C/C(=N\NC(=O)C1CCCN(S(=O)(=O)c2ccccc2)C1)c1ccncc1 (stereo unspecified)	4.5	10.3	-0.56	1696	-1.2	1083	2.9	2.5	9.6	i	28.9	i	10.7	0.6%	6.8	668	i	1.1
CC(C)(C)OC(=O)N/N=C\c1cccnc1	-1.7	10.2	-0.38	1201	·	·	4.6	3.2	4.9	i	31.5	i	8.4	-0.5%	-19.8	632	i	0.8
